MITF inh: MITF inhibitors, primary screen, biochemical, AlphaScreen, human; actives 0.91% (n = 650,000); inhibition, % at 2.6 µM; AlphaScreen MITF homodimerization, bead proximity signal; in the data active means inhibition above about 50%;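 further: 0% = vehicle wells with protein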
GPR151 ag: activators of human GPR151, primary screen, cell-based, PathHunter beta-arrestin, luminescence; PathHunter beta-arrestin GPR151 cells; actives 1% (n = 650,000); activation, % at 11.2 µM; G-protein coupled receptor 151 (Homo sapiens), Q8TDV0; in the data active means activation above about 4.9%;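 further: 0% = median of compound wells and 100% = cells with positive control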
TEAD-YAP inh: TEAD-YAP interaction inhibition, primary screen, TEAD-YAP interaction inhibitor project, luminescence, HEK-TIYL cells; AID 1259422, 2018; actives 1.4% (n = 640,000); TEAD-Gal4/YAP UAS-luciferase luminescence; inhibition, % at 9.12 µM; in the data active means inhibition above about 32%;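 further: 0% = median of test compound wells and 100% = reference inhibitor wells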
FBW7 activator: FBW7 E3 ligase activators, primary screen, biochemical, AlphaScreen, human; F-box/WD repeat-containing protein 7 (Homo sapiens), Q969H0; AlphaScreen FBW7–phospho-cyclin E peptide binding, activator screen; normalized activity (activation), % at 26.1 µM; actives 0.13% (n = 650,000); AID 1259310, 2017; in the data active means normalized activity above about 1.9%;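 further: purified mutant Fbw7 with reduced substrate affinity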
Target sequence (Q969H0 whole entry, looked up): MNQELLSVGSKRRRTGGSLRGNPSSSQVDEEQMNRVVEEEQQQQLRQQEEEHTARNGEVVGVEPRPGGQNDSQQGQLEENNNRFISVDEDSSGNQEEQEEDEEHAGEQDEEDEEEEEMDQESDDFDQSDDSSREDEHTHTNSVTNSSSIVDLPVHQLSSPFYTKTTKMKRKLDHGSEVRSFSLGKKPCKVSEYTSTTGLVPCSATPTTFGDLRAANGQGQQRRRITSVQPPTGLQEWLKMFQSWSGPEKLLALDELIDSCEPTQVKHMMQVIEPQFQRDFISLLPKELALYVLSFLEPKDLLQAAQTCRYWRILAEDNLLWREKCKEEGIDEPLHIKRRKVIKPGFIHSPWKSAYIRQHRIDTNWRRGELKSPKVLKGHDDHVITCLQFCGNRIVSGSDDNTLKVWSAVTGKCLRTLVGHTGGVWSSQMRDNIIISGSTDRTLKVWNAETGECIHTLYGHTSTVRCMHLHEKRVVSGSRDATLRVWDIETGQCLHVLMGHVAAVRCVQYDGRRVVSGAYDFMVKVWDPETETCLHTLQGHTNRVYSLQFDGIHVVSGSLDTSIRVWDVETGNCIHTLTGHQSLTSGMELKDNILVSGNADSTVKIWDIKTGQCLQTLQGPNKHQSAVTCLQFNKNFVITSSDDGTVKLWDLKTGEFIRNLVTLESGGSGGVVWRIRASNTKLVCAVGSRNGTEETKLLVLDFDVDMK
The depositor's hits bear a star.

SMILES	MITF inh	GPR151 ag	TEAD-YAP inh	FBW7 activator
O=C1CN(C(=O)COC(=O)CCCOc2cccc(Br)c2)c2ccccc2N1	-9	1.4	-3	0.0
Cc1ccc(-n2nc3c(c2NC(=O)COc2ccc(Cl)cc2)CS(=O)(=O)C3)cc1	0	1.6	3	0.1
COc1cccc(Nc2ccccc2C(=O)O)c1	5	2.3	6	0.2
CN1[C@@H](C(=O)Nc2cc(Cl)ccc2O)C[C@@H](c2cccs2)NS1(=O)=O	70*	0.3	14	0.0
CCOC(=O)c1c(NC(=O)c2ccc(OC)c(OC)c2)sc2c1CCC(CC)C2 (centres undefined)	3	0.8	-4	-0.1
CCC(=O)N1CCc2ccc(NS(C)(=O)=O)cc2C1	8	-0.5	5	-0.1
O=C(NCCc1ccccc1)c1ccc(N2CCN(c3ccccn3)CC2)c([N+](=O)[O-])c1	-6	0.5	20	-0.2
O=C(CSc1nnc2ncccn12)N1CCN(c2ccccc2)CC1	-2	-0.7	6	-0.1
CCCCC(=O)Nc1ccccc1-c1nnn(CC(=O)Nc2ccc(OC)cc2)n1	14	0.2	-1	0.5
O=C1CC2(CCN(C(=O)COc3ccccc3F)CC2)Oc2ccccc21	-1	-1.8	0	0.1
C/C(N)=C(/C#N)C(=O)COC(=O)c1cc2ccccc2cc1O	9	0.9	-4	0.1
CN(C)CCCN1C(=O)C(=O)/C(=C(\O)c2ccc(F)cc2)C1c1ccc(Cl)cc1 (centres undefined)	11	2.1	0	0.2
NC(=O)c1ccsc1NC(=O)c1cc(Br)ccc1Cl	4	0.4	-7	0.0
Clc1ccccc1C=Nc1ccc(N2CCOCC2)cc1	23	-0.3	4	-0.2
Cc1oc2c(c1C(=O)N1CCC(C)CC1)C(=O)c1ccccc1C2=O	4	0.3	27	-0.1

Taken from the results shown (5 entries):
SMILES	MITF inh	GPR151 ag	TEAD-YAP inh	FBW7 activator
C/C(N)=C(/C#N)C(=O)COC(=O)c1cc2ccccc2cc1O	9	0.9	-4	0.1
CN(C)CCCN1C(=O)C(=O)/C(=C(\O)c2ccc(F)cc2)C1c1ccc(Cl)cc1 (centres undefined)	11	2.1	0	0.2
NC(=O)c1ccsc1NC(=O)c1cc(Br)ccc1Cl	4	0.4	-7	0.0
Clc1ccccc1C=Nc1ccc(N2CCOCC2)cc1	23	-0.3	4	-0.2
Cc1oc2c(c1C(=O)N1CCC(C)CC1)C(=O)c1ccccc1C2=O	4	0.3	27	-0.1

Further structures:
SMILES	MITF inh	GPR151 ag	TEAD-YAP inh	FBW7 activator
O=C(Nc1ncc(Cc2cccc3ccccc23)s1)c1ccc(Cl)cc1	1	-0.4	6	0.4
Cc1nc2cc(NC(=O)C3CC34CCN(Cc3ccc5nsnc5c3)CC4)ccc2s1 (centres undefined)	-8	1.7	-1	0.0
Cc1ccc(Cl)cc1NC(=O)c1ccc(N2CC3CC(C2)c2cccc(=O)n2C3)c(NC(=O)Cc2c(F)cccc2Cl)c1 (centres undefined)	13	-0.5	-6	0.1
CC1CN(CCOc2ccc(Cl)c(Cl)c2)CC(C)O1 (centres undefined)	25	2.6	2	0.0
Cc1ccc(F)cc1NC(=O)Cn1c2ccccc2c(=O)c2ccccc21	8	-1.1	-4	0.0
Cc1[nH]c(=O)n(C(C)(C)C)c(=O)c1Br	18	0.5	4	0.5
CCCc1nc(SCc2cccnc2)c2c(=O)n(C)c(=O)n(C)c2n1	-2	-0.8	5	-0.1
COC(=O)c1ccc2nc(C)cc(Nc3ccc(OC(C)C)cc3)c2c1	7	0.1	2	0.0
COc1ccc(OC(C)C(=O)Nc2ccccc2C(F)(F)F)cc1 (centres undefined)	3	1.5	-1	-0.1
N#C/C(=C/c1ccc(N2CCOCC2)c([N+](=O)[O-])c1)c1nc2ccccc2[nH]1	-25	5.2*	-19	-0.1
COc1ccc(-c2nnc(SC(C)C#N)o2)cc1 (centres undefined)	11	-2.1	-21	-0.1
CC(CO)(CO)NS(=O)(=O)c1ccc(Cl)cc1	-1	1.3	-5	0.0
O=C(COc1ccc(Cl)cc1)NC1=NCCS1	-1	0.1	-5	0.0
COc1ccc(-c2csc3ncc(C(=O)N4CC(C)CC(C)C4)c(=O)n23)cc1 (centres undefined)	1	0.2	1	0.0
COC(=O)CON1C(=O)CN(C(=O)c2ccccc2)C1c1cccc([N+](=O)[O-])c1 (centres undefined)	2	-0.6	3	0.0

The closing 2 records of the part above open the next one.
SMILES	MITF inh	GPR151 ag	TEAD-YAP inh	FBW7 activator
COc1ccc(-c2csc3ncc(C(=O)N4CC(C)CC(C)C4)c(=O)n23)cc1 (centres undefined)	1	0.2	1	0.0
COC(=O)CON1C(=O)CN(C(=O)c2ccccc2)C1c1cccc([N+](=O)[O-])c1 (centres undefined)	2	-0.6	3	0.0
Cc1cnc(NCc2ccc3c(c2)OCO3)nc1NCCO	7	1.7	7	0.1
CC1=NC2(CCN(S(=O)(=O)c3cccs3)CC2)N=C1c1ccc(Cl)cc1	-7	0.5	-9	-0.1
CCCc1nnc(SCC(=O)N2CCCC(C)C2)n1CC (centres undefined)	-1	-0.4	-5	-0.1
CCCCNC(=O)C1CC(=O)N(c2ccc(Br)cc2)C1 (centres undefined)	6	-0.2	7	-0.1
O=C1c2ccccc2NC(CCc2ccccc2)N1c1ccccc1 (centres undefined)	-5	-0.7	-44	0.0
CCOc1ccc(C(=O)CC2(O)C(=O)N(Cc3cccc4ccccc34)c3ccccc32)cc1 (centres undefined)	19	-0.2	-4	0.9
C=CCN1C(=O)CS/C1=N/S(=O)(=O)c1ccc(Cl)cc1	-7	-0.8	-9	-0.1
COc1ccc([N+](=O)[O-])cc1NC(=O)CN(c1ccc(Cl)cc1Cl)S(C)(=O)=O	-4	0.4	-6	-0.1
COc1ccc(NC(=O)C(c2ccc(C)cc2)N(C)C(=O)/C=C\c2ccc3c(c2)OCO3)cc1 (centres undefined)	3	0.6	8	-0.1
NC(=O)CSc1cn(Cc2ccccc2)c2ccccc12	-12	-0.2	8	-0.1
O=C(CC1Nc2ccccc2NC1=O)Nc1ccccc1Cl (centres undefined)	7	-0.2	12	0.2
COc1cc(/C=C/C(=O)Nc2cccc([N+](=O)[O-])c2C)cc(OC)c1OC	5	0.3	-5	-0.1
Cc1cc(C)c(S(=O)(=O)N2CCC(C(=O)Nc3cccc([N+](=O)[O-])c3)CC2)c(C)c1	5	-1.2	2	-0.2
COc1cccc(CN2C[C@@H]3C[C@@H](/C=C/c4ccco4)N4CCC[C@@]34C2=O)c1	12	0.2	4	0.2
O=C(Cn1nnc(-c2ccccc2)n1)N/N=C/c1ccc([N+](=O)[O-])cc1	-6	1.5	9	0.0
COc1ccc(S(=O)(=O)N2Cc3ccccc3CC2C(=O)NC(C)(C)C)cc1 (centres undefined)	8	-1.5	14	0.3
O=C(NCCO)c1ccc2nc(-c3ccc(C(=O)NC4CC4)cc3)sc2c1	8	1.7	-16	0.3
COCC(=O)N(c1ccc(C)cc1)C1C=CS(=O)(=O)C1 (centres undefined)	3	-1.3	-5	0.0
CCSC1=C(C#N)C(c2cccs2)C(C(=O)Nc2ccccc2OC)=C(C)N1 (centres undefined)	-7	-0.5	-9	0.3
Cc1ccc(Nc2cc(=O)n(C)c(=O)n2C)cc1C	17	-0.2	10	0.1
CC(C)Cc1cc(C(=O)Nc2cccc(O)c2)no1	5	-1.0	87*	-0.1
CCN1CCN(C(=O)CN(c2cc([N+](=O)[O-])ccc2OC)S(C)(=O)=O)CC1	27	0.2	2	0.0
Cn1c(=O)c2c(nc(CN3CCN(c4ccccc4)CC3)n2CCCO)n(C)c1=O	1	-1.2	5	-0.1
O=C(CN(C(=O)CCC(=O)Nc1nccs1)C1CCCCC1)NCc1ccc(F)cc1	-4	-1.2	-14	-0.1
CCCCNC(=O)CN(CC)S(=O)(=O)c1ccc(Cl)cc1	11	1.1	8	0.0
COCCNc1cc(-c2ccccn2)nc(C)n1	-1	1.4	12	-0.3
O=C(CCC1=NS(=O)(=O)c2cc(Br)cnc2N1)NCC1CCCO1 (centres undefined)	13	-0.5	2	0.1
Cc1cncc2cccc(NC3CCN(C(=O)c4ccc(Br)cc4Cl)C3)c12 (centres undefined)	4	0.5	-16	0.0
CC(C)Cn1cc(C(=O)NCCCN2CCCC2)c2c3ccccc3n(C)c2c1=O	-5	-0.8	3	0.4
COc1ccc(/C(N)=N/OC(=O)C(C)Oc2cccc(Cl)c2)cc1OC (centres undefined)	-1	1.5	-9	0.8
CCCCCNC(=O)c1cc(S(=O)(=O)N2CCc3ccccc32)ccc1F	2	-1.2	7	0.1
O=C1C(=O)N(c2cccc(C(F)(F)F)c2)C(c2ccc(Br)cc2)/C1=C(\O)c1ccccc1 (centres undefined)	-5	-0.2	-10	0.1
CCN(CC)c1nc(-c2ccccc2O)nc2ccccc12	-18	-0.3	6	-0.1
CCCOc1ccc([N+](=O)[O-])cc1C#N	9	-0.3	6	0.4
Cc1ccc(-c2nc3cc(Cl)ccc3o2)cc1NC(=O)c1ccccc1	3	1.9	-5	0.0
O=C(CN1C(=O)[C@@H]2CCCN2C(=O)c2ccccc21)NC(c1ccccc1)c1ccccc1	0	-0.5	-8	0.4
Cc1[nH][nH]c(=O)c1C(c1cccnc1)c1c(C)[nH][nH]c1=O	13	-1.4	6	-0.6
O=C(NCc1ccccc1Cl)N1c2ccccc2Sc2ccccc21	4	-0.8	0	0.5
Cc1ccc(C)c(NC(=O)CN2C(=O)c3ccccc3S2(=O)=O)c1	-24	-1.0	-2	0.2
O=C(CCCN1C(=O)c2ccccc2C1=O)NCc1ccccn1	7	1.9	5	-0.2
CCN(CC)c1ccc(NS(=O)(=O)c2ccc3c(c2)oc(=O)n3C)c(C)c1	25	-1.3	5	-0.1
COc1ccccc1-c1ccc(C(=O)N2CCN(C)CC2)c(N2CCOCC2)n1	-26	-0.2	-2	0.1
C#CCN(C)C(=O)c1cnc2sc(C)cn2c1=O	57*	0.1	-1	-0.2
O=C(Oc1ccccc1Br)c1ccc(Cl)cc1Cl	0	-0.2	-4	0.2
Cc1nc(NC(C)c2ccccc2)cc(-c2cccnc2)n1 (centres undefined)	23	-1.8	-8	0.1

Entries above that have a CF3 group:
SMILES	MITF inh	GPR151 ag	TEAD-YAP inh	FBW7 activator
COc1ccc(OC(C)C(=O)Nc2ccccc2C(F)(F)F)cc1 (centres undefined)	3	1.5	-1	-0.1
O=C1C(=O)N(c2cccc(C(F)(F)F)c2)C(c2ccc(Br)cc2)/C1=C(\O)c1ccccc1 (centres undefined)	-5	-0.2	-10	0.1

More results:
SMILES	MITF inh	GPR151 ag	TEAD-YAP inh	FBW7 activator
COc1ccccc1NC(=O)Cn1cnc2sc(C(=O)Nc3c(F)cccc3F)c(C)c2c1=O	6	0.6	1	-0.1
Cc1ccc(CCN2C(=O)CCC2(C)C(=O)NC2CCCC2)cc1 (centres undefined)	-6	-1.0	4	-0.1
Cc1c(Cl)cccc1NC(=O)CCCCCN1C(=O)CCC1=O	13	-0.3	-1	0.2
O=C(Nc1ccccc1[N+](=O)[O-])c1cccc(S(=O)(=O)N2CCc3ccccc32)c1	-8	0.6	-11	-0.1
CCOc1ccc(CCN2C(=O)CC(N3CCN(c4ccc(F)cc4)CC3)C2=O)cc1OCC (centres undefined)	12	-0.6	4	0.1
Cc1cc(C)c(NC(=O)CSCc2cc(=O)[nH][nH]2)c(Cl)c1	4	-0.5	-4	-0.3
CC(C)(C)c1cc(/C=C2\NC(=O)NC2=O)cc(C(C)(C)C)c1O	2	0.4	2	0.1
O=C(Nc1ccc(C(F)(F)F)cc1)N[C@H]1C[C@H]2C(=O)N[C@@H](CO)C(=O)N2C1	-4	-1.3	-1	-0.2
O=C1C2CCCCC2C(=O)N1c1n[nH]c(Cc2ccccc2)n1 (centres undefined)	8	-1.3	-4	0.1
COc1cc(C)c(C(C)C)cc1S(=O)(=O)Nc1ccc(C(C)=O)cc1	-15	0.5	13	0.0
CC(=O)Nc1ccc(N2C(=O)CSC2c2ccc3c(c2)OCO3)cc1 (centres undefined)	-2	0.9	-6	-0.1
Cc1ccc(NC(=O)NCCNc2ccc(C)nn2)c(C)c1	8	0.8	-5	0.2
CC(C)CC(=O)Nc1nnc(-c2ccc(Cl)cc2Cl)s1	9	2.6	4	0.0
COc1ccc(OCC(=O)NCCOc2ccccc2)cc1	13	0.6	6	0.0
CCc1cc(=O)[nH]c(NC2CCN(S(=O)(=O)c3ccc(OC)cc3)CC2)n1	-12	1.0	0	0.0
CC(C)Sc1ccccc1NC(=O)C1COc2ccccc2O1 (centres undefined)	5	1.5	-8	0.1
OC1/C(=C/c2ccc3c(c2)OCO3)Oc2ccccc21 (centres undefined)	53*	0.8	-2	0.1

Looked up one by one from the list above (two):
SMILES	MITF inh	GPR151 ag	TEAD-YAP inh	FBW7 activator
CCOc1ccc(CCN2C(=O)CC(N3CCN(c4ccc(F)cc4)CC3)C2=O)cc1OCC (centres undefined)	12	-0.6	4	0.1
O=C(CC1Nc2ccccc2NC1=O)Nc1ccccc1Cl (centres undefined)	7	-0.2	12	0.2

Screening data from PubChem BioAssay.
